High-throughput results: PubChem BioAssay, several laboratories
TRPC4 agonist = activators of mouse TRPC4 channel. Q9QUQ5. HEK293 TRPC4beta/mu-opioid, Fluo4 calcium fluorescence; hits give high values. B-score at 10 µM. hit rate 0.49% among 310,000. AID 2237;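 active = B-score above 5 SD of library B-scores, and initial fluorescence ratio not above library mean plus 5 SD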;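 note: positive B-score marks a calcium rise read as TRPC4 activation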
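Assay system: HEK293 stable line with TRPC4beta plus mu-opioid receptor. Times: dye 45 min RT, read 110 s. Measured by: kinetic Fluo4 calcium fluorescence. Measure: B score of integrated ratio. Controls: assay buffer as low control, maximal DAMGO as high control.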
KCNQ1 inh = inhibitors of human KCNQ1 potassium channel; AID 2642; hit rate 1.3% among 310,000; CHO-K1 KCNQ1, FluxOR thallium flux fluorescence; hits give high values; P51787; B-score at 10 µM;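 active = compounds whose thallium flux B-score, printed positive for inhibition, exceeds three library SD while starting fluorescence stays within three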;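 note: channel opened by potassium depolarization with thallium stimulus after 20 min compound exposure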
KCNK9 inh = human KCNK9 channel inhibition | B-score at 10 µM | hit rate 1.2% among 310,000 | HEK293 KCNK9, FluxOR thallium flux fluorescence; hits give low values | Q9NPC2;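 active = ratio B-score over 3 SD below the library mean, with starting fluorescence within 5 SD of its mean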;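 note: negative B-score means less thallium flux so channel inhibition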
TRPC4 potent = TRPC4 (mouse) allosteric potentiation. HEK293 TRPC4beta/mu-opioid, DAMGO EC20, Fluo-4 Ca2+ flux; hits give high values. B-score at 10 µM. hit rate 0.42% among 310,000. AID 2227;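 active = B-score of calcium response area above 5 SD of library B-scores, with initial fluorescence ratio within 5 SD of library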;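 note: B-score of integrated fluorescence ratio over time as area under calcium response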
KCNK3 block = human KCNK3 channel inhibition, primary screen | O14649 | CHO-KCNK3 thallium flux, FluxOR fluorescence; hits give low values | B-score at 10 µM | hit rate 0.84% among 340,000;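 active = B-score under library mean minus 4 SD, starting fluorescence ratio at most library mean plus 5 SD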;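 note: more negative B-score means stronger inhibition of thallium flux through KCNK3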
hERG rescue = hERG (human) protection from proarrhythmic block. CHO-hERG, FluxOR thallium flux, dofetilide IC70 present. hit rate 0.51% among 310,000. activation (rescue from dofetilide block), less the hit threshold, % at 10 µM. Q12809;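 active = activation above the mean of controls blocked by dofetilide plus 5 SD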;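 note: thallium influx through hERG after potassium depolarization seen as dye fluorescence rise; in these data hits start at about 4.7%; inactives centre near -7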
Target sequence (Q12809 whole entry, looked up): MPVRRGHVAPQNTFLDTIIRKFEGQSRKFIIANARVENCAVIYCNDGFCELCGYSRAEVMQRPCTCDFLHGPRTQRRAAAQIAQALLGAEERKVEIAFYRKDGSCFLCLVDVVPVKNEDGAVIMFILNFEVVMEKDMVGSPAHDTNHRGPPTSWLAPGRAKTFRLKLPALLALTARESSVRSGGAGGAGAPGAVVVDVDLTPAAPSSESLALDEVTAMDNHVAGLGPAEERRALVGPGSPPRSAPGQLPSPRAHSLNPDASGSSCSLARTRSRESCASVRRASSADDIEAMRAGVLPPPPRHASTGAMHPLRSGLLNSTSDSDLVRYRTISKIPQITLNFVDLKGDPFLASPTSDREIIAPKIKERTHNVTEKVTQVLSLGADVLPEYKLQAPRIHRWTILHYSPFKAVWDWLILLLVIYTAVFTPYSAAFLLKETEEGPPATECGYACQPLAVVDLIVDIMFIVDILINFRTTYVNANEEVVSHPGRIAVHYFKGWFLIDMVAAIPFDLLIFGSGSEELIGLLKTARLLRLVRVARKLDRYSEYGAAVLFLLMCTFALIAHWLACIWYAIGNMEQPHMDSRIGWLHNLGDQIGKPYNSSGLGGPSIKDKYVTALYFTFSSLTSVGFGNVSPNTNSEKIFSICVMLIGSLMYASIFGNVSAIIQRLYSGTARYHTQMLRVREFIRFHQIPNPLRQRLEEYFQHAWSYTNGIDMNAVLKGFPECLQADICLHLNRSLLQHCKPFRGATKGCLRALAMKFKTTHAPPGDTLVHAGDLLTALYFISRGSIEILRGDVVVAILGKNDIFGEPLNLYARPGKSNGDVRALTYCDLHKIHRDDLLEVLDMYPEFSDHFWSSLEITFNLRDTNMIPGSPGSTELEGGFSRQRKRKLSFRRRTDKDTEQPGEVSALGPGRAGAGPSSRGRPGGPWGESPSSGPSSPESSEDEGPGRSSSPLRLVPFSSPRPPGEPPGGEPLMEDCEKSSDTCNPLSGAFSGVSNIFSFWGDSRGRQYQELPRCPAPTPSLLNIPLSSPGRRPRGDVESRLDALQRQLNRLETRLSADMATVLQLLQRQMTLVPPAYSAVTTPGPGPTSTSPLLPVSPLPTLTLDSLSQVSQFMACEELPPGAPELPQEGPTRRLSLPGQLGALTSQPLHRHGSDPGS
HDAC3 inhib = inhibitors of human histone deacetylase 3; recombinant HDAC3, fluorogenic peptide/trypsin coupled, fluorescence; inhibition, % at 8.3 µM; hit rate 0.15% among 320,000; AID 2718; in the data active = inhibition above about 26%, passing the limit was not always enough; inconclusive = no clear call, values can overlap the other calls
TMEM16A inh = inhibitors of mouse TMEM16A calcium-activated chloride channel | Q8BHY3 | HEK293 TMEM16A/YFP iodide influx fluorescence, ionomycin | normalized B-score (activity score, 25-100; higher = stronger inhibition) at 10 µM | hit rate 1.2% among 310,000 | AID 588511;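 active = ratio plate-corrected score three or more library SD toward inhibition, starting fluorescence score within five deviations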;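 note: score derived from kinetic fluorescence span divided by baseline fluorescence per well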
KCNQ1 pot = human KCNQ1 channel potentiation or activation; CHO-K1 KCNQ1, thallium flux FluxOR fluorescence; hits give high values; B-score at 10 µM; hit rate 0.35% among 310,000; AID 2648;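 active = fluorescence ratio B-score, a plate-corrected score, at least three library SD, with initial intensity B-score within 5 SD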
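System: CHO-K1 cells stably expressing KCNQ1 / Medium: assay buffer for compound exposure, DMSO matched across wells / Reagent: thallium- and potassium-containing depolarizing buffer / Compound: one concentration, matched DMSO / Incubation: 20 min compound pretreatment at room temperature / Measured by: kinetic FluxOR fluorescence, 10 s baseline plus 110 s post-stimulus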
Dyrk1A ADPGlo = inhibitors of rat Dyrk1A kinase | Q63470 | inhibition, % at 12.5 µM | hit rate 0.43% among 310,000 | ADP-Glo luminescence, NFATc1 peptide; in the data active = inhibition above about 50%;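 note: plate controls were vehicle with enzyme for no effect and no enzyme for full effect; many of its hits are not listed in these tables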
ANO1 activ = mouse TMEM16A channel activation, primary screen. B-score at 10 µM. HEK293 TMEM16A/YFP-H148Q/I152L, iodide quench fluorescence; hits give low values. hit rate 0.3% among 340,000;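 active = fluorescence-ratio B-score plate-corrected deviation score at least 3 library SD below zero, with starting fluorescence score within 5 deviations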;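 note: channel opened by trigger with iodide after compound preincubation; score built on the fluorescence ratio of max minus min over baseline; more negative score means more quench and so TMEM16A activation or potentiation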
Starred values were filed as active, the others as inactive; i = inactive; ? = inconclusive; nt = no result given.

Compound	TRPC4 agonist	KCNQ1 inh	KCNK9 inh	TRPC4 potent	KCNK3 block	hERG rescue	HDAC3 inhib	TMEM16A inh	KCNQ1 pot	Dyrk1A ADPGlo	ANO1 activ
COc1ccc(C(=O)Nc2cc(OC)ccc2OC)cc1	i	i	i	i	i	-8	3	i	i	-1	i
CCOC(=O)c1cnc2ccccc2c1Nc1ccc2c(c1)OCCO2	i	i	i	i	i	-4	-10	i	i	37	i
CCn1c(C)cs/c1=N\S(=O)(=O)c1ccccc1	i	i	i	i	i	-2	0	i	i	8	i
CCOc1cc(/C=N/NC(=O)c2cc3c(ccc4ccccc43)o2)ccc1O	i	i	i	i	i	-19	-3	i	i	2	i
CS(=O)(=O)N(CC(=O)NCCSc1ccccn1)c1cccc2ccccc12	i	i	i	i	i	0	3	i	i	-12	i
Cc1ccc(C(=O)Nc2ccc(OCc3ccccc3)cc2)cc1[N+](=O)[O-]	i	i	i	i	i	-10	-5	25*	i	-7	i
C[C@@H](C(=O)CC(=O)OC(C)(C)C)[C@@H](O)c1ccccc1	i	i	i	i	i	-7	-11	i	i	13	i
CCOC(=O)CSc1nnc(-c2ccccc2)c(=O)[nH]1	i	i	i	i	i	-7	-2	i	i	-6	i

Overlap with the part before: 5 compounds, then new ones.
Compound	TRPC4 agonist	KCNQ1 inh	KCNK9 inh	TRPC4 potent	KCNK3 block	hERG rescue	HDAC3 inhib	TMEM16A inh	KCNQ1 pot	Dyrk1A ADPGlo	ANO1 activ
CCOc1cc(/C=N/NC(=O)c2cc3c(ccc4ccccc43)o2)ccc1O	i	i	i	i	i	-19	-3	i	i	2	i
CS(=O)(=O)N(CC(=O)NCCSc1ccccn1)c1cccc2ccccc12	i	i	i	i	i	0	3	i	i	-12	i
Cc1ccc(C(=O)Nc2ccc(OCc3ccccc3)cc2)cc1[N+](=O)[O-]	i	i	i	i	i	-10	-5	25*	i	-7	i
C[C@@H](C(=O)CC(=O)OC(C)(C)C)[C@@H](O)c1ccccc1	i	i	i	i	i	-7	-11	i	i	13	i
CCOC(=O)CSc1nnc(-c2ccccc2)c(=O)[nH]1	i	i	i	i	i	-7	-2	i	i	-6	i
CCOC(=O)c1cnc2c(-c3ccccc3)cnn2c1N	i	i	i	i	i	-7	0	i	i	1	i
CCCn1c(-c2ccc(OC)cc2)nc2ccccc21	i	i	i	i	i	-14	?	i	i	-2	i
CCCN1C2=NCCN2c2ccccc21	i	i	i	i	i	-8	-8	i	i	-1	i
COc1ccc(N2CCN(CC(O)COc3cc(C)ccc3C)CC2)cc1 (configuration not stated)	i	i	i	i	i	-9	6	i	i	-4	i
Cc1cccc(NC(=O)CSc2nnc(-c3ccc(S(=O)(=O)N4CCCC4)cc3)o2)c1	i	i	i	i	i	-9	-2	i	i	-3	i
COc1cccc2c1OCC([C@@H]1C[C@H]3CN(Cc4cccc(Cl)c4)C(=O)[C@]34CCCN14)=C2	i	i	i	i	i	-23	6	i	i	13	i
CC(NC(=O)c1ccccc1)C(=O)N/N=C/c1ccco1 (configuration not stated)	i	i	i	i	i	-5	-1	i	i	-2	i
COc1ccc(CCn2ccc(O)c(Cc3c(F)cccc3Cl)c2=O)cc1OC	i	i	i	i	i	-4	2	i	i	-2	i

Additional compounds
Compound	TRPC4 agonist	KCNQ1 inh	KCNK9 inh	TRPC4 potent	KCNK3 block	hERG rescue	HDAC3 inhib	TMEM16A inh	KCNQ1 pot	Dyrk1A ADPGlo	ANO1 activ
O=c1[nH]cnc2nc3n(c12)CCCCC3	i	i	i	i	i	-7	0	i	i	9	i
CC(=O)c1c(C)[nH]c(C(=O)COc2ccc(C#N)cc2)c1C	i	i	i	i	i	3	-5	i	i	-3	i
O=C(Nc1ccccc1)c1cccc(C(F)(F)F)c1	i	i	i	i	i	-10	6	i	i	-3	i
CCOc1ccc(CCNC(=O)COC(=O)C2=NNC(=O)CC2)cc1OCC	i	i	i	i	i	-10	5	i	i	-1	i
O=C(c1ccc(Cl)c(S(=O)(=O)N2CCCCC2)c1)N1CCCC1	i	i	i	i	i	-9	nt	i	i	3	i
Cc1ccc(N(Cc2cc3ccccc3[nH]c2=O)C(=O)c2cccs2)cc1C	i	i	i	i	i	-13	nt	i	i	5	i
O=C(NCCN1CCOCC1)c1ccc2c(c1)N(Cc1ccccc1)C(=O)CS2	i	i	i	i	i	-12	3	i	i	3	i
Cc1ccc(-c2nc3ccccn3c2Nc2ccccc2)o1	i	i	i	i	i	-7	-53	i	i	-3	i

Next results follow.
Compound	TRPC4 agonist	KCNQ1 inh	KCNK9 inh	TRPC4 potent	KCNK3 block	hERG rescue	HDAC3 inhib	TMEM16A inh	KCNQ1 pot	Dyrk1A ADPGlo	ANO1 activ
COC/C=C/C1=CC2=CC(=O)C(C)(OC(=O)C3CCCC3)C(=O)C2=CO1 (configuration not stated)	i	i	i	i	i	-13	2	i	i	2	i
COc1ccc(OCCCC(=O)Nc2ncn[nH]2)cc1	i	i	i	i	i	-9	-7	i	i	0	i
CCn1c(SCC(=O)NCc2ccccc2)nnc1-c1c[nH]c2ccccc12	i	i	i	i	i	-13	nt	i	i	16	i
CCN(CC)S(=O)(=O)c1cc(-c2nnc(-c3ccc(Br)cc3)o2)ccc1Cl	i	i	i	i	i	-7	2	25*	i	4	i
CC1CCCN1CC#CC(O)(c1ccccc1)c1ccccc1 (configuration not stated)	i	i	i	i	i	-10	2	i	i	nt	i
C/C(=N\NC(=O)C1CCCC1)c1ccc(Cl)cc1	i	i	i	i	i	-9	-4	i	i	-3	i
CCc1ccc(Nc2nnc(SCC(=O)NC(=O)c3cccn3C)s2)cc1	i	i	i	i	i	-7	-3	i	i	-1	i
CCOC(=O)c1cccc(P(=O)(C(C)(C)C)C(C)(C)C)c1	i	i	i	i	i	-4	-2	i	i	0	i

More entries:
Compound	TRPC4 agonist	KCNQ1 inh	KCNK9 inh	TRPC4 potent	KCNK3 block	hERG rescue	HDAC3 inhib	TMEM16A inh	KCNQ1 pot	Dyrk1A ADPGlo	ANO1 activ
O=c1c2ccccc2nc(SCc2nnc(-c3ccccc3Br)o2)n1Cc1ccco1	i	i	i	i	i	-5	5	i	i	-8	i
CCSc1oc(-c2cccs2)nc1S(=O)(=O)c1ccccc1	i	i	i	i	i	-4	0	i	i	0	i
CCN=c1scc(-c2ccco2)n1/N=C/c1ccc(OC)c(O)c1	i	i	i	i	i	-18	1	i	i	6	i
O=C(Nc1ccc2nccnc2c1)c1ccco1	i	i	i	i	i	-8	-22	i	i	11	i
COc1ccc(N(CC(=O)NCCSCc2cccc(Cl)c2)S(C)(=O)=O)cc1	i	i	i	i	i	-10	2	i	i	1	i
Cc1ccc(N2C(=O)c3cccc4c(N)ccc(c34)C2=O)c2cccnc12	i	i	i	i	i	-18	0	i	i	-3	i
O=c1c2c(O)cc(O)cc2oc2ccc(O)c(O[C@@H]3O[C@H](CO)[C@@H](O)[C@H](O)[C@H]3O[C@H]3O[C@H](CO)[C@@H](O)[C@H](O)[C@H]3O)c12	nt	nt	nt	nt	i	nt	5	i	nt	79*	i
CN(CCC1CCCCO1)C(=O)CCc1nnc(CCCCc2ccccc2)o1 (configuration not stated)	i	i	i	i	i	-10	-5	i	i	-6	i

Shown with values under each structure: two of the compounds above
Order of values – TRPC4 agonist | KCNQ1 inh | KCNK9 inh | TRPC4 potent | KCNK3 block | hERG rescue | HDAC3 inhib | TMEM16A inh | KCNQ1 pot | Dyrk1A ADPGlo | ANO1 activ
CCN=c1scc(-c2ccco2)n1/N=C/c1ccc(OC)c(O)c1
    i | i | i | i | i | -18 | 1 | i | i | 6 | i
O=C(Nc1ccc2nccnc2c1)c1ccco1
    i | i | i | i | i | -8 | -22 | i | i | 11 | i

More results follow.
Compound	TRPC4 agonist	KCNQ1 inh	KCNK9 inh	TRPC4 potent	KCNK3 block	hERG rescue	HDAC3 inhib	TMEM16A inh	KCNQ1 pot	Dyrk1A ADPGlo	ANO1 activ
CCOc1ccc2nc(NC(=O)CN3CCC(n4nnc5cc(F)ccc54)CC3)sc2c1	i	i	i	i	i	-18	7	i	i	20	i
CCn1c(O)c(/C=C2\C=Nc3ccccc32)sc1=Nc1ccc(C)cc1	i	i	i	i	i	-6	2	i	i	-3	i
CC(C)C(=O)Nc1cccc(C(=O)NCc2ccc3c(c2)OCO3)c1	i	i	i	i	i	-9	8	i	i	1	i
COc1ccc(S(=O)(=O)NCCc2cn3nc(C)c(C)nc3n2)cc1F	i	i	i	i	i	-11	-19	i	i	4	i
O=C(CCn1cnc2ccccc2c1=O)Nc1ccc(S(=O)(=O)N2CCCC2)cc1	i	i	i	i	i	-7	-2	i	i	10	i
CCc1ccc(CN2CCC(n3nccc3NC(=O)c3ccccc3)CC2)o1	i	i	i	i	i	-8	-2	i	i	-2	i
Cc1cccc(CC(=O)Nc2ccc(C(=O)N3CCCCC3)cc2)c1	i	i	i	i	i	-14	-2	i	i	2	i
CCc1cccc(C)c1NC(=O)COC(=O)c1cc([N+](=O)[O-])ccc1N1CCOCC1	i	i	i	i	i	-16	0	i	i	-9	i

The list goes on:
Compound	TRPC4 agonist	KCNQ1 inh	KCNK9 inh	TRPC4 potent	KCNK3 block	hERG rescue	HDAC3 inhib	TMEM16A inh	KCNQ1 pot	Dyrk1A ADPGlo	ANO1 activ
Cc1c(C(=O)O)sc(=S)n1-c1ccc(Cl)cc1	i	i	i	i	i	-5	-1	i	i	0	i
OCCNc1nc2ccccc2n1-c1ccccc1	i	i	i	i	i	-9	1	i	i	7	i
CC(c1ccon1)N(C)C(=O)CCc1nnc(Cc2ccc(-c3ccccc3)cc2)o1 (configuration not stated)	i	i	i	i	i	-12	-1	i	i	4	i
CCN(CC)c1ccc(CNCc2cccs2)cc1	i	i	i	i	i	-12	-9	i	i	0	i
Cc1cc(NC2CCCCC2)nc(-c2ccccc2O)n1	i	i	i	i	i	-11	-4	i	i	10	i
CC(C(=O)NCC1CCCO1)N(C(=O)c1snc(C(N)=O)c1N)c1ccccc1 (configuration not stated)	i	i	i	i	i	-18	-3	i	i	3	i
CSC1=NCCN1C(=O)Cc1ccc(-c2ccccc2)cc1	i	i	i	i	i	-9	11	i	i	nt	i
CCN(CC)C(=O)Cn1cc(C(=O)C(=O)N2CCN(c3ccccc3)CC2)c2ccccc21	i	i	i	i	i	-5	-5	i	i	nt	i
CCNc1nc(Oc2ccc(C(=O)OC)cc2)nc(N(C)C)n1	i	i	i	i	i	-2	2	i	i	-8	i

Some of the compounds tested, so the mix of outcomes need not match the whole.
